Screens deposited in PubChem BioAssay by several laboratories.
aDG glyco act = increases alpha dystroglycan glycosylation | Pro5-aDG cells, alpha-DG glycosylation AlphaScreen (IIH6); 0% Pro5, 100% B10-LARGE cell signal | activation, % at 10 µM | hit rate 0.22% among 360,000;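 active = activation of at least 8% versus controls, or a plate z-score of at least 8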;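 also: Pro5 are CHO cells carrying HIG-tagged alpha-DG that lacks glycosylation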
Vif inh = inhibitors of HIV Vif | inhibition, % at 7.49 µM | HEK293T cells, Vif self-association by quenched fluorescence, imaging, 24 h | AID 602346 | hit rate 0.35% among 340,000; in the data active = inhibition above about 50%, passing the limit was not always enough; also: some results filed as inactive read as strong as hits
Peg3 prom inh = inhibitors of Peg3 promoter; AID 588405; inhibition, % at 20 µM; HeLa PEG-Prom luciferase reporter, luminescence, overnight; hit rate 1.7% among 360,000;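 active = inhibition of at least 50% at 20 µM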
MITF TRPM1 inh = MITF TRPM1 promoter inhibition in SK-MEL-5 cells; inhibition, % at 12.5 µM; SK-MEL-5 TRPM1 promoter luciferase, 24 h; hit rate 0.83% among 330,000;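 active = mean inhibition across replicates of 60% or more, whatever share of single replicates reaches that level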; also: values of inactives mirror those of a sister screen read the other way
NR2E3 ag-1 = agonists of human nuclear receptor NR2E3. hit rate 0.12% among 320,000. GST-NR2E3/biotin-RetCOR TR-FRET, 1536-well. inhibition of corepressor binding, % at 4.78 µM. Q9Y5X4. AID 2300;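 active = percent inhibition above the cutoff of mean plus 3 SD of all tested compounds, set per screening campaign, cut at about 20% in these data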;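 also: 0% = DMSO wells and 100% = biotin wells as full block of FRET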
Target sequence (Q9Y5X4 whole entry, looked up): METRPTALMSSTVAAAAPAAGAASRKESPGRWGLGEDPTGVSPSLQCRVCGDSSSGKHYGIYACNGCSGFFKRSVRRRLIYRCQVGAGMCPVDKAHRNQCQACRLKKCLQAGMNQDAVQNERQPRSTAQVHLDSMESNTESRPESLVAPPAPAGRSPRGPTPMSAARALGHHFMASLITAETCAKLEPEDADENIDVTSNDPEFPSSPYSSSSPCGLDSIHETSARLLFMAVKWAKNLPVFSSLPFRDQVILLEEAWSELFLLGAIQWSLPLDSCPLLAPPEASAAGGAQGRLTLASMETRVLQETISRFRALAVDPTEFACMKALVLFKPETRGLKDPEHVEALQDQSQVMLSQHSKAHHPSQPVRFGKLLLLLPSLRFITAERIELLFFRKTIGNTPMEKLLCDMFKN
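Format: 1536-well format; test system: GST-NR2E3 and biotin-RetCOR proteins; read-out basis: percent inhibition of TR-FRET ratio; timing: 5 h incubation at 4 °C; detection: time-resolved FRET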
iPSC survival up = hiPSC single-cell survival enhancement; AID 602274; ATPlite luminescence; 100% = ROCK inhibitor wells, 0% = DMSO; hit rate 0.044% among 360,000; survival enhancement, % at 20 µM; in the data active = survival enhancement above about 18%;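 also: cells exposed to compounds for 16 hours before the ATP read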
HIF-2a inh = inhibitors of HIF-2a; 786-0 RCC cells HIF-2a reporter, luciferase luminescence, overnight; inhibition, % at 18.8 µM; hit rate 0.72% among 360,000; AID 624352;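 active = inhibition of the luminescence signal of 40% or more relative to plate controls, in a single-dose primary screen at 18.75 µM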
PDI inh = blocks human protein disulfide isomerase activity. hit rate 0.052% among 350,000. inhibition, % at 10 µM. PDI insulin aggregation turbidity, A650, 90 min. P07237;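 active = mean inhibition across replicates of 30% or more, whatever share of single replicates reach that level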;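 also: absorbance from insulin aggregation driven by PDI reduction with DTT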
Target sequence (P07237 whole entry, looked up): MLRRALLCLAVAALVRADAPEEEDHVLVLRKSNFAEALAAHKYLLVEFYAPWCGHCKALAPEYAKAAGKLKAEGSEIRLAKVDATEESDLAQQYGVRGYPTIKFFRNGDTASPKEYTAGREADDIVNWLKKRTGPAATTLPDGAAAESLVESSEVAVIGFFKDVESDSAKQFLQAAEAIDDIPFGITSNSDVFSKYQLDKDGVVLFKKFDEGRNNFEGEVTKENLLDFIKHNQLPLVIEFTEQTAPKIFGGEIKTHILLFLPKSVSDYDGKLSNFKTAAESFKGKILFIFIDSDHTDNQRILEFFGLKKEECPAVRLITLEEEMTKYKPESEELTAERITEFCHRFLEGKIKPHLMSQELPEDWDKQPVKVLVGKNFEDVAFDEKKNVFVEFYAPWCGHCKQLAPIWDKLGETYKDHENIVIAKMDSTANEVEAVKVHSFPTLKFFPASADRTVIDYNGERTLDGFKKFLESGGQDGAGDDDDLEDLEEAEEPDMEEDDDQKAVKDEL
NR2E3 ag-2 = activates human NR2E3 receptor; Q9Y5X4; CHO-S Gal4-NCOR/VP16-NR2E3 two-hybrid, luciferase; inhibition of corepressor binding, % at 3.98 µM; hit rate 0.35% among 360,000; AID 602229;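 active = inhibition above the mean of all tested compounds plus 3 SD, cut at about 70% in these data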;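 also: 0% = DMSO with NR2E3 transfected cells and 100% = cells lacking NR2E3 construct; higher means lower luciferase signal from less NR2E3 corepressor binding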
Exocytosis inh = blocks lytic granule exocytosis. TALL-104 LAMP-1 surface exposure, flow cytometry; cells stimulated with thapsigargin and PMA. inhibition, % at 10 µM. hit rate 0.66% among 360,000. AID 651702;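 active = inhibition above about 55%, limit read from the data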
CaV13 FRET inh = Disruptors of the CACNA1D IQ motif to Ca2+-dependent inactivation inhibitor domain association, primary screening, Förster resonance energy transfer in intact living …. HEK cells, CFP/YFP FRET ICDI-IQ, plate reader, 10 min; percent FRET-ratio fall versus neutral wells. inhibition, % at 12.3 µM. hit rate 0.098% among 340,000. AID 743397;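 active = mean replicate inhibition of at least 30% and at least 1% of replicates passing that level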;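 also: 0% = median of the neutral control wells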
An asterisk follows results filed as active; . = no result given.

SMILES	aDG glyco act	Vif inh	Peg3 prom inh	MITF TRPM1 inh	NR2E3 ag-1	iPSC survival up	HIF-2a inh	PDI inh	NR2E3 ag-2	Exocytosis inh	CaV13 FRET inh
c1coc(CNc2nc3ccccc3n2CCN2CCOCC2)c1	0.3	14	8	21	6	-0.5	14	-3	-2	-3	-5
CCSc1nnc2c(n1)OC(c1ccc(C(=O)O)cc1)N(C(C)=O)c1ccccc1-2 (stereo unspecified)	-0.1	-3	-2	5	0	0.8	1	.	-39	14	-2
Cc1ccc(NC(=O)CO/N=C(\N)c2nonc2N)cc1C	0.0	0	3	4	-4	-3.5	17	0	-23	4	7
Cc1cc2nc(C3CCN(Cc4nnnn4Cc4ccccc4)CC3)[nH]c2cc1C	1.4	0	8	29	-2	1.5	-13	-2	15	2	-8
O=C(O)c1sc2cc(C(F)(F)F)cnc2c1-c1ccccn1	0.3	9	-1	-3	4	2.8	1	-4	-7	-1	-4
O=C(N=C1SC2CS(=O)(=O)CC2N1c1ccccc1C(F)(F)F)C1CCCO1 (stereo unspecified)	-0.3	10	-8	1	0	-0.3	-5	-6	-13	1	-2
O=C(NCC1CCN(C(=O)c2c(F)c(F)c(F)c(F)c2F)CC1)c1c(F)c(F)c(F)c(F)c1F	0.4	8	17	-8	.	-0.2	17	-15	-10	-7	.
CCCCNC(=O)C1CC(c2cccc([N+](=O)[O-])c2)=NO1 (stereo unspecified)	0.1	.	-324	-88	2	-2.6	-286	-2	-101	0	-11
CC(=O)Nc1ccc(C(=O)OCC(=O)N(c2ccccc2)C2CCCCC2)cc1	-0.1	-2	18	25	.	1.4	12	13	-5	-7	-5
CCCCn1c(SCC(=O)Nc2cc(C)on2)nc2ccsc2c1=O	0.3	-2	23	1	1	-0.2	16	-6	8	0	-4
CCn1cc(CNC(=O)CC2C(=O)NCCN2CC(c2ccccc2)c2ccccc2)cn1 (stereo unspecified)	-0.3	1	4	3	3	3.6	3	8	7	-3	-1
CCCN(C(=O)COC(=O)c1[nH]c(C)c(C(=O)OC)c1C)c1c(N)n(Cc2ccccc2)c(=O)[nH]c1=O	0.1	.	6	-4	2	-0.3	9	0	-12	-8	-6
O=C1c2ccsc2SCCN1Cc1cccc(F)c1	0.0	3	4	-4	-3	0.8	12	6	0	1	-4
COc1ccc(OC)c(C(=O)CSc2nnnn2C)c1	-0.1	-18	2	6	-1	0.5	14	0	-6	18	-4
O=C(NCCN1CCOCC1)c1ccc(F)cc1	0.4	0	1	2	2	0.8	-7	20	-4	0	.
CCN1C(=O)[C@H]2[C@@H](c3ccc(-c4ccc(OC)cc4)cc3)N3CCC[C@@]3(C(=O)OC)[C@H]2C1=O	-0.1	-2	-10	-18	2	-3.2	-3	5	-4	-4	-10
CCCSc1nc(N)c(C#N)c(-c2ccc(C)cc2)c1C#N	-0.3	-8	23	-2	7	1.8	16	3	3	-1	-3
CCS(=O)(=O)NCCc1cc2ccc(C)cc2[nH]c1=O	-0.1	2	-19	7	-1	1.8	-10	4	-15	-4	.
COc1cc([N+](=O)[O-])ccc1NC(=S)NNC(=O)CCC(=O)Nc1ccccc1Cl	0.1	-1	16	-2	2	-0.2	4	-1	-39	4	.
CCOC(=O)C1(C)CCN1C(=O)c1ccccc1OC(F)(F)F (stereo unspecified)	-0.1	.	10	.	.	1.4	28	0	1	13	-12
O=C(N/N=C/c1ccc([N+](=O)[O-])o1)c1cc(-c2ccc(-c3ccccc3)cc2)nc2ccccc12	-0.5	6	-167	29	-1	-2.2	-142	-48	-149	12	-4
Cc1cccc[n+]1CCCCCCCCCC[n+]1ccccc1C	0.0	-29	-4	11	0	-0.1	8	-2	3	0	-2
N#C/C(=C\c1c(Cl)cccc1Cl)c1nc2ccccc2[nH]1	0.1	-3	4	15	1	-0.4	-11	-4	-32	0	-4
O=C(CCC(=O)Nc1cccc(Cl)c1)N/N=C/c1cc([N+](=O)[O-])ccc1O	-0.2	-1	24	12	-4	-0.4	9	-9	-21	1	-4
Cn1c(C(=O)OC(C(=O)NCC2CCCO2)c2cccnc2)cc2sccc21 (stereo unspecified)	0.2	3	-3	-5	0	-0.4	10	8	-11	-1	-6
O=C(c1ccncc1)N1CCN(S(=O)(=O)c2ccccc2F)CC1	-0.2	13	16	9	.	-3.2	4	-2	22	-8	-7
CCc1ccc2oc(=O)cc(CN3CCCCC3C)c2c1 (stereo unspecified)	0.2	-1	-1	4	4	-1.3	14	4	-58	-2	-5
CNC(=S)N1CCc2sccc2C1C (stereo unspecified)	-0.1	-1	1	-1	3	-0.1	16	2	-1	2	-20
COc1cccc(CNC(=O)c2cc(=O)[nH]c3ccc(S(=O)(=O)N4CCOCC4)cc23)c1	-0.2	-13	-2	7	4	0.1	14	6	-18	-1	-2
Cc1cccc(-c2nnnn2-c2cccc(C)c2)c1	0.4	8	-2	4	4	-0.3	7	-7	-15	-1	12
CN(CCc1ccccc1)C(=O)c1ccc(NC(=O)Cc2cccc(NC(=O)C3CCN(C(=O)C4CCC4)CC3)c2)cc1	-0.2	-4	-4	-3	.	-0.4	-12	-1	-28	-2	-9
CCOc1ccc(/C=N/Nc2nc(C)cs2)c(O)c1	0.3	1	-212	-53	.	1.2	-282	1	-37	5	-4
O=C(CCC(=O)CCN1CCCCC1)CCN1CCCCC1	-0.1	12	-31	20	3	0.5	3	-2	12	2	.
CN(c1ccccc1C(=O)Nc1ccc(F)c(Cl)c1)S(C)(=O)=O	-0.2	.	-28	-8	5	0.0	-3	-2	-6	0	8
O=[N+]([O-])c1ccc(NNS(=O)(=O)c2cc(Cl)ccc2Cl)nc1	-0.1	11	7	-1	.	-0.4	11	1	-23	12	-3
N#CCSc1nnc(C2CCCCC2)n1Cc1ccccc1	0.0	4	-9	4	-3	2.8	15	-7	-16	0	-3
CCOC(=O)C1=C(C)N(C)C(C)=C(C(=O)OCC)C1c1ccncc1	-0.2	-1	17	27	1	-2.0	27	11	5	-1	-4
O=C(O)c1cc(-c2ccc(Cl)cc2)n(-c2ccc(Cl)cc2)n1	-0.8	-3	9	-3	2	0.4	19	-1	-38	-3	5
C=CCNC(=O)CN1C2CCCC1CC(NC(=O)c1ccccc1C)C2 (stereo unspecified)	0.0	8	11	-3	-2	-1.1	17	-3	-14	0	-8
CCS(=O)(=O)c1nc(S(=O)(=O)c2ccc(C)cc2)c(N2CCCC(C)C2)s1 (stereo unspecified)	-0.4	5	25	22	0	0.8	23	0	2	15	-2

3 compounds already listed, arranged by the number in PDI inh, highest first.
SMILES | aDG glyco act | Vif inh | Peg3 prom inh | MITF TRPM1 inh | NR2E3 ag-1 | HIF-2a inh | PDI inh | NR2E3 ag-2 | Exocytosis inh | CaV13 FRET inh
CCOC(=O)C1=C(C)N(C)C(C)=C(C(=O)OCC)C1c1ccncc1 | -0.2 | -1 | 17 | 27 | 1 | 27 | 11 | 5 | -1 | -4
CNC(=S)N1CCc2sccc2C1C (stereo unspecified) | -0.1 | -1 | 1 | -1 | 3 | 16 | 2 | -1 | 2 | -20
CN(CCc1ccccc1)C(=O)c1ccc(NC(=O)Cc2cccc(NC(=O)C3CCN(C(=O)C4CCC4)CC3)c2)cc1 | -0.2 | -4 | -4 | -3 | . | -12 | -1 | -28 | -2 | -9

(list continues)
SMILES	aDG glyco act	Vif inh	Peg3 prom inh	MITF TRPM1 inh	NR2E3 ag-1	iPSC survival up	HIF-2a inh	PDI inh	NR2E3 ag-2	Exocytosis inh	CaV13 FRET inh
CC(=O)c1ccc(NC(=O)c2cc(CC(C)C)on2)cc1	-0.1	5	-243	-50	3	0.2	-230	.	-13	2	-3
Cn1ccnc1SCC(=O)Nc1ccc2c(c1)OCO2	-0.1	-3	-23	-9	2	-0.9	-54	-8	-9	-6	-4
COc1ccc(S(=O)(=O)N2CCOCC2)cc1C(C)C	-0.1	0	14	4	4	-1.4	-2	-6	-9	-1	-8
CC(=O)c1cccc(NS(=O)(=O)c2c(C)noc2C)c1	-0.2	.	19	11	0	2.3	12	4	-10	0	-5
Cc1cccc(-n2ncc3c(NCc4ccccc4)ncnc32)c1	0.7	-6	-137	-17	6	-2.3	-239	-3	-131	-2	-5
Oc1ccc(/C=N/n2c(C3CCCCC3)n[nH]c2=S)c(O)c1	-0.3	0	-9	3	-4	-0.3	2	8	-17	2	-18
CC1=C(C(=O)Nc2ccccc2C(=O)N2CCN(c3ccccc3)CC2)SCCO1	-0.1	-4	20	.	.	0.7	18	10	-6	-5	-6
CCN(CC)S(=O)(=O)c1ccc(N/N=C/c2cccnc2)nc1	0.0	7	-4	10	4	-0.6	11	2	-17	-3	-6
CCn1cnc2sc(C(=O)Nc3ccc4c(c3)OCO4)c(C)c2c1=O	-0.1	-2	-320	-76	5	-2.0	-224	4	-68	-5	.
CC1CCCCN1C(=O)CNCC1CCCO1 (stereo unspecified)	0.0	-7	7	13	0	-1.1	13	5	-11	1	-1
O=C(Nc1ccncc1)c1ccc(Cl)c([N+](=O)[O-])c1	0.5	2	-27	-1	4	-0.4	5	-11	11	5	-17
C[C@H](CO)N1C[C@H](C)[C@@H](CN(C)S(=O)(=O)c2cccc(C#N)c2)OCc2cn(nn2)CCCC1=O	-0.2	4	0	.	.	-1.2	6	-9	-5	-3	-4
C=CC(COCc1ccccc1)N([C@@H](Cc1ccccc1)C(=O)OC)S(=O)(=O)c1ccccc1Br (stereo partly specified)	0.2	4	14	.	.	-2.8	16	-1	10	-3	-3
CCCOc1ccc(/C(O)=C2/C(=O)C(=O)N(CCCn3ccnc3)C2c2ccco2)cc1 (stereo unspecified)	0.1	2	-83	-3	6	5.0	-100	-21	-21	-2	-3
Cc1noc(NS(=O)(=O)c2ccc(NC(=O)C34CC5CC(C3)CC(n3cnc(Br)n3)(C5)C4)cc2)c1C	-0.1	6	-3	-4	-1	0.8	23	4	11	-3	-3
COc1ccc(CN(C)C(=O)c2ccc(NS(=O)(=O)c3ccc4[nH]c(=O)[nH]c4c3)cc2)c(OC)c1OC	-0.4	3	16	1	.	3.5	3	6	8	-4	-6
Cc1ccc(C)c(N/C=C(\C#N)c2nc3ccccc3o2)c1	0.0	2	-17	-12	3	-0.6	-40	1	-51	-6	-3
CN1CCN(CCCCOc2cccc3ccccc23)CC1	0.4	-3	-29	-10	-2	0.8	-56	2	-41	25	-19
Cn1c(SCC(=O)N2CCN(Cc3ccccc3)CC2)nnc1-c1ccncc1	0.2	-6	1	11	-1	-2.9	9	1	-4	4	-7
Cc1nn(C)cc1/C=N/NC(=O)c1sc2ccccc2c1Cl	-0.2	10	4	3	3	3.9	-10	-2	-29	5	-6
CC12CC(NC(=O)N1c1cccc(C(=O)NCc3ccc4c(c3)OCO4)c1)c1cc(Cl)ccc1O2 (stereo unspecified)	0.5	.	26	11	0	3.2	21	8	23	-1	.

Copied from the list:
Value of O=C(Nc1ccncc1)c1ccc(Cl)c([N+](=O)[O-])c1 in HIF-2a inh: 5
Value of COc1ccc(S(=O)(=O)N2CCOCC2)cc1C(C)C in PDI inh: -6
Value of CCN(CC)S(=O)(=O)c1ccc(N/N=C/c2cccnc2)nc1 in PDI inh: 2
Value of Cc1noc(NS(=O)(=O)c2ccc(NC(=O)C34CC5CC(C3)CC(n3cnc(Br)n3)(C5)C4)cc2)c1C in NR2E3 ag-2: 11
Value of Oc1ccc(/C=N/n2c(C3CCCCC3)n[nH]c2=S)c(O)c1 in CaV13 FRET inh: -18
